High-throughput results as filed in PubChem BioAssay.
INS-1E_ATP_HTS – preserves ATP levels in cytokine-treated INS-1E cells; hit rate 0.1% among 20,000; INS-1E cytokine-induced death, ATP luminescence, 48 h; normalised: neutral wells 0, positive control 100; protection from cytokine-induced ATP loss, % at 10 µM;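 active means mean replicate protection from cytokine-induced ATP loss at least 50% and at least 75% of replicates each reaching 50%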
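Material: INS-1E rat cells; Quantity: 8000 cells/well; Buffer or medium: phenol-red-free RPMI with 5% fetal bovine serum; Probe or stimulus: cytokine cocktail of IFN-γ, TNF-α and IL-1β; Compound dosing: single test concentration per compound, delivered by pin transfer; Incubation: 48 h co-treatment, 10 min post-lysis read; Signal: CellTiter-Glo luminescence.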
T_cruzi_HTS – intracellular Trypanosoma cruzi inhibition; intracellular Trypanosoma cruzi in host cells, plate reader; hit rate 4.9% among 22,000; AID 651903; activity score (inhibition), % at 5.01 µM; in the data active means activity score above about 55%;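 further: parasites and compound incubated about four days before reading; 0% = median of neutral control wells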
Numbers without * were called inactive; . = no result given. The list is partial (hit frequency here may not be typical).

SMILES INS-1E_ATP_HTS T_cruzi_HTS
Cc1ccc(S(=O)(=O)Nc2ccc3c(c2)C(=O)N([C@H](C)CO)C[C@H](C)[C@H](CN(C)C(=O)c2ccccc2)OCCCC[C@@H](C)O3)cc1 1 -8
O=C(O)CCCCCCC(=O)N/N=C/c1ccccc1O -5 -16
C[C@@H]1CN([C@@H](C)CO)C(=O)Cc2cc(NC(=O)C3CCCCC3)ccc2O[C@@H]1CN(C)S(=O)(=O)c1cn(C)cn1 8 -27
Cc1ccc(S(=O)(=O)N(C)C[C@H]2Oc3c(NC(=O)Nc4cccc5ccccc45)cccc3C(=O)N([C@H](C)CO)C[C@@H]2C)cc1 12 13
COc1ccc(NC(=O)Nc2ccc3c(c2)C(=O)N([C@H](C)CO)C[C@@H](C)[C@@H](CN(C)Cc2ccc(C(F)(F)F)cc2)O3)cc1 . 13
C[C@H](CO)N1C[C@H](C)[C@H](CN(C)Cc2ccncc2)Oc2ncc(C#Cc3ccc(F)cc3)cc2C1=O . 23
C[C@@H]1CCCCO[C@@H](CN(C)C(=O)c2ccccc2)[C@@H](C)CN([C@H](C)CO)C(=O)c2cc(NC(=O)NC3CCCCC3)ccc2O1 6 4
C[C@H](CO)N1C[C@H](C)[C@H](CN(C)S(=O)(=O)c2cn(C)cn2)OCc2cnnn2CCCC1=O 7 -17
CC(C)NC(=O)N(C)C[C@H]1Oc2ccc(NC(=O)Nc3ccc4c(c3)OCO4)cc2C(=O)N([C@H](C)CO)C[C@H]1C 5 13
C[C@H]1CN([C@@H](C)CO)C(=O)Cc2cc(NC(=O)CCCCCC(=O)Nc3ccccc3N)ccc2O[C@@H]1CN(C)C(=O)Nc1ccccc1 15 -22
Cc1ccc(S(=O)(=O)N(C)C[C@@H]2OCCCC[C@@H](C)Oc3ccc(NC(=O)CCCCCC(=O)Nc4ccccc4N)cc3C(=O)N([C@H](C)CO)C[C@@H]2C)cc1 -5 -20
C[C@@H]1CN([C@H](C)CO)C(=O)c2cc(NC(=O)Nc3ccccc3)ccc2O[C@H]1CN(C)S(=O)(=O)c1cccs1 . -21
COc1cccc(CN(C)C[C@H]2OCc3cn(nn3)CCCC(=O)N([C@H](C)CO)C[C@@H]2C)c1 . -3
Cc1ccc(S(=O)(=O)Nc2cccc3c2O[C@@H](CN(C)C(=O)Nc2cccc4ccccc24)[C@@H](C)CN([C@H](C)CO)C3=O)cc1 6 14
C[C@@H]1CN([C@@H](C)CO)C(=O)Cc2cc(NC(=O)Cc3cn(C)c4ccccc34)ccc2O[C@@H]1CN(C)CC1CCCCC1 -20 23
C[C@@H]1CCCCO[C@@H](CN(C)Cc2ccc(C(F)(F)F)cc2)[C@@H](C)CN([C@H](C)CO)C(=O)c2cc(NC(=O)NC3CCCCC3)ccc2O1 -22 65*
C[C@@H]1CN([C@@H](C)CO)C(=O)Cc2cc(NC(=O)CCCCCC(=O)Nc3ccccc3N)ccc2O[C@@H]1CN(C)Cc1ccc(-c2ccccc2)cc1 22 -28
O=C(N/N=C/c1c(O)cc(O)cc1O)c1ccccn1 -8 7
C[C@@H]1CN([C@H](C)CO)C(=O)c2cccc(NC(=O)Nc3cccc4ccccc34)c2O[C@H]1CN(C)S(=O)(=O)c1ccc(F)cc1 16 31
C[C@@H]1CN([C@@H](C)CO)C(=O)Cc2cc(NS(C)(=O)=O)ccc2O[C@@H]1CN(C)C(=O)NC1CCCCC1 10 -17
C[C@H](CO)N1C[C@H](C)[C@H](CN(C)C(=O)Nc2ccccc2)Oc2ccc(NC(=O)Nc3ccc(F)cc3)cc2C1=O 4 -5
C[C@@H]1CCCCO[C@@H](CN(C)CC2CCCCC2)[C@@H](C)CN([C@H](C)CO)C(=O)c2cc(NS(=O)(=O)c3ccc(Cl)cc3)ccc2O1 -22 62*
C[C@@H]1CN([C@H](C)CO)C(=O)c2cccc(NC(=O)C3CC3)c2O[C@H]1CN(C)C(=O)Nc1ccc2c(c1)OCO2 0 43
C[C@H]1CN([C@@H](C)CO)C(=O)Cc2cc(NC(=O)Cc3cn(C)c4ccccc34)ccc2O[C@H]1CN(C)C(=O)Nc1ccc(C(F)(F)F)cc1 -13 5
CNC[C@@H]1Oc2c(NC(=O)Nc3ccc(C(F)(F)F)cc3)cccc2C(=O)N([C@H](C)CO)C[C@H]1C 5 -3
COc1ccc(S(=O)(=O)N(C)C[C@@H]2Oc3ccc(NS(=O)(=O)c4ccc(C)cc4)cc3CC(=O)N([C@H](C)CO)C[C@@H]2C)cc1 6 -5
C[C@H](CO)N1C[C@H](C)[C@H](CN(C)S(C)(=O)=O)Oc2ccc(NS(C)(=O)=O)cc2C1=O -9 -21
CC1(C)[C@H]2CC=C(/C=N\NC(=O)c3cccc(C(=O)NO)c3)[C@@H]1C2 -4 1
CC(C)NC(=O)N(C)C[C@@H]1Oc2ccc(NC(=O)CCN3CCOCC3)cc2C(=O)N([C@@H](C)CO)C[C@@H]1C 0 -11
C[C@H]1CN([C@@H](C)CO)C(=O)Cc2cc(NC(=O)Cc3cn(C)c4ccccc34)ccc2O[C@@H]1CN(C)Cc1ccc(Oc2ccccc2)cc1 -15 51
CNC[C@H]1Oc2ccc(NS(=O)(=O)c3ccc(Cl)cc3)cc2C(=O)N([C@@H](C)CO)C[C@@H]1C 5 -9
Cc1noc(C)c1S(=O)(=O)Nc1ccc2c(c1)C(=O)N([C@@H](C)CO)C[C@@H](C)[C@H](CN(C)Cc1ccc(C(=O)Nc3ccccc3N)cc1)O2 -21 23
COc1ccc(S(=O)(=O)Nc2ccc3c(c2)C(=O)N([C@@H](C)CO)C[C@@H](C)[C@@H](CN(C)Cc2ccc4c(c2)OCO4)O3)cc1 11 -15
C[C@@H]1CCCCO[C@@H](CN(C)C(=O)C2CCCCC2)[C@@H](C)CN([C@H](C)CO)C(=O)c2cc(NC(=O)Nc3ccc(C(F)(F)F)cc3)ccc2O1 -25 77*
CC(C)NC(=O)N(C)C[C@@H]1Oc2ncc(C#Cc3cccc(F)c3)cc2C(=O)N([C@H](C)CO)C[C@@H]1C . 37
C[C@@H]1CN([C@@H](C)CO)C(=O)c2cccc(NS(=O)(=O)c3ccc(F)cc3)c2O[C@H]1CN(C)Cc1ccccc1 3 -7
CC(C)NC(=O)Nc1ccc2c(c1)CC(=O)N([C@H](C)CO)C[C@@H](C)[C@H](CN(C)Cc1ccc(Cl)c(Cl)c1)O2 -9 -5
C[C@H](CO)N1C[C@H](C)[C@H](CN(C)Cc2ccc(Oc3ccccc3)cc2)Oc2ccc(NS(=O)(=O)c3cn(C)cn3)cc2C1=O -2 14
C[C@@H]1CN([C@H](C)CO)C(=O)Cc2cc(NC(=O)C3CCCCC3)ccc2O[C@H]1CN(C)CC1CC1 -1 -6
C[C@H](CO)N1C[C@H](C)[C@H](CN(C)Cc2ccc(Cl)c(Cl)c2)Oc2c(NC(=O)c3ccc(-c4nccs4)cc3)cccc2C1=O -41 60*
Cc1ccc(S(=O)(=O)N(C)C[C@H]2OCCCC[C@@H](C)Oc3ccc(NC(=O)CCCN(C)C)cc3C(=O)N([C@H](C)CO)C[C@@H]2C)cc1 -10 .
CC(C)NC(=O)N(C)C[C@@H]1Oc2c(NS(=O)(=O)c3cn(C)cn3)cccc2C(=O)N([C@@H](C)CO)C[C@@H]1C 6 -16
C[C@@H]1CCCCO[C@@H](CN(C)S(=O)(=O)c2cn(C)cn2)[C@@H](C)CN([C@H](C)CO)C(=O)c2cc(NC(=O)CCCN(C)C)ccc2O1 15 -34
C[C@H]1CN([C@@H](C)CO)C(=O)c2cc(NC(=O)CCN3CCOCC3)ccc2O[C@H]1CN(C)Cc1ccc(-c2ccccc2)cc1 1 -4
C[C@H]1CN([C@@H](C)CO)C(=O)c2cccc(NS(=O)(=O)c3ccc(F)cc3)c2O[C@@H]1CN(C)Cc1ccc(C(F)(F)F)cc1 -2 3
C[C@@H]1CN([C@H](C)CO)C(=O)c2cc(NC(=O)Nc3ccc4c(c3)OCO4)ccc2O[C@@H]1CN(C)C(=O)Nc1cccc2ccccc12 -5 -10
C[C@@H]1CN([C@@H](C)CO)C(=O)CCCn2nncc2CO[C@@H]1CN(C)C(=O)C1CCCCC1 -6 -16
Cc1cc(C(=O)Nc2cccc3c2O[C@@H](CN(C)S(=O)(=O)c2ccccc2)[C@@H](C)CN([C@H](C)CO)C3=O)n(C)n1 7 10
C[C@H]1CN([C@@H](C)CO)C(=O)c2cc(NC(=O)C3CC3)ccc2O[C@@H]1CN(C)S(=O)(=O)c1ccccc1 12 2
C[C@H]1CN([C@@H](C)CO)C(=O)Cc2cc(NS(=O)(=O)c3ccc(Cl)cc3)ccc2O[C@H]1CN(C)S(=O)(=O)c1ccc(Cl)cc1 -4 -1
(further entries)
SMILES INS-1E_ATP_HTS T_cruzi_HTS
C[C@H]1CN([C@@H](C)CO)C(=O)Cc2cc(NS(=O)(=O)c3ccc(Cl)cc3)ccc2O[C@H]1CN(C)Cc1ccc(-c2ccccc2)cc1 -61 23
C[C@H](CO)N1C[C@H](C)[C@@H](CN(C)C)Oc2ccc(N(C)C)cc2C1=O 4 -15
Cc1ccc(S(=O)(=O)N(C)C[C@H]2Oc3c(NC(=O)Nc4ccccc4)cccc3C(=O)N([C@@H](C)CO)C[C@@H]2C)cc1 1 -1
C[C@@H]1CN([C@H](C)CO)C(=O)c2cccc(NS(=O)(=O)c3ccc(F)cc3)c2O[C@@H]1CN(C)S(=O)(=O)c1cn(C)cn1 8 -26
Cc1noc(C)c1NC(=O)Nc1cccc2c1O[C@H](CN(C)Cc1ccc(C(=O)Nc3ccccc3N)cc1)[C@H](C)CN([C@@H](C)CO)C2=O -15 46
C[C@H]1CN([C@@H](C)CO)C(=O)Cc2cc(NS(C)(=O)=O)ccc2O[C@H]1CN(C)Cc1ccncc1 14 -7
C[C@@H]1CN([C@H](C)CO)C(=O)c2cccc(NS(=O)(=O)c3ccccc3)c2O[C@H]1CN(C)Cc1ccc(C(=O)Nc2ccccc2N)cc1 -10 47
CNC[C@@H]1Oc2ccc(NC(=O)Nc3ccc(C(F)(F)F)cc3)cc2CC(=O)N([C@H](C)CO)C[C@@H]1C 20 -41
Cc1noc(C)c1NC(=O)N(C)C[C@H]1Oc2ccc(NS(C)(=O)=O)cc2CC(=O)N([C@H](C)CO)C[C@H]1C 3 -9
Cc1ccc(S(=O)(=O)Nc2cccc3c2O[C@@H](CN(C)S(=O)(=O)c2cccs2)[C@H](C)CN([C@@H](C)CO)C3=O)cc1 3 5

An excerpt from above in order of SMILES length, rising.
SMILES INS-1E_ATP_HTS T_cruzi_HTS
C[C@H](CO)N1C[C@H](C)[C@@H](CN(C)C)Oc2ccc(N(C)C)cc2C1=O 4 -15
C[C@H]1CN([C@@H](C)CO)C(=O)Cc2cc(NS(C)(=O)=O)ccc2O[C@H]1CN(C)Cc1ccncc1 14 -7
CNC[C@@H]1Oc2ccc(NC(=O)Nc3ccc(C(F)(F)F)cc3)cc2CC(=O)N([C@H](C)CO)C[C@@H]1C 20 -41
Cc1noc(C)c1NC(=O)N(C)C[C@H]1Oc2ccc(NS(C)(=O)=O)cc2CC(=O)N([C@H](C)CO)C[C@H]1C 3 -9
C[C@H]1CN([C@@H](C)CO)C(=O)c2cc(NC(=O)C3CC3)ccc2O[C@@H]1CN(C)S(=O)(=O)c1ccccc1 12 2
Cc1ccc(S(=O)(=O)Nc2cccc3c2O[C@@H](CN(C)S(=O)(=O)c2cccs2)[C@H](C)CN([C@@H](C)CO)C3=O)cc1 3 5
C[C@@H]1CN([C@H](C)CO)C(=O)c2cccc(NS(=O)(=O)c3ccc(F)cc3)c2O[C@@H]1CN(C)S(=O)(=O)c1cn(C)cn1 8 -26
C[C@H]1CN([C@@H](C)CO)C(=O)Cc2cc(NS(=O)(=O)c3ccc(Cl)cc3)ccc2O[C@H]1CN(C)Cc1ccc(-c2ccccc2)cc1 -61 23
C[C@@H]1CN([C@H](C)CO)C(=O)c2cccc(NS(=O)(=O)c3ccccc3)c2O[C@H]1CN(C)Cc1ccc(C(=O)Nc2ccccc2N)cc1 -10 47

Remaining list, next part.
SMILES INS-1E_ATP_HTS T_cruzi_HTS
C[C@@H]1CN([C@H](C)CO)C(=O)Cc2cc(NC(=O)Nc3ccc(F)cc3)ccc2O[C@@H]1CN(C)Cc1ccncc1 2 -18
COc1ccc(CN(C)C[C@H]2Oc3ccc(NS(=O)(=O)c4ccc(Cl)cc4)cc3C(=O)N([C@@H](C)CO)C[C@H]2C)cc1 -7 9
Cc1noc(C)c1NC(=O)N(C)C[C@H]1Oc2c(NC(=O)C3CCOCC3)cccc2C(=O)N([C@H](C)CO)C[C@@H]1C 5 -7
CNC[C@H]1Oc2c(NS(=O)(=O)c3ccc(F)cc3)cccc2C(=O)N([C@@H](C)CO)C[C@H]1C 7 -8
C[C@H]1CN([C@@H](C)CO)C(=O)Cc2cc(NS(=O)(=O)c3ccc(F)cc3)ccc2O[C@H]1CN(C)S(C)(=O)=O 8 -15
C[C@H]1CN([C@@H](C)CO)C(=O)CCCn2nncc2CO[C@@H]1CN(C)Cc1ccc(O)cc1 . -3
C[C@@H]1CN([C@H](C)CO)C(=O)c2cccc(NC(=O)c3cnccn3)c2O[C@H]1CN(C)S(=O)(=O)c1ccc(F)cc1 0 -3
C[C@@H]1CN([C@H](C)CO)C(=O)CCCn2cc(nn2)CO[C@@H]1CN(C)Cc1cccc(C(=O)O)c1 . -4
COc1ccc(NC(=O)N(C)C[C@@H]2Oc3ccc(NC(=O)Cc4ccccc4)cc3CC(=O)N([C@H](C)CO)C[C@H]2C)cc1 11 -12
C[C@H]1CN([C@@H](C)CO)C(=O)c2cc(NC(=O)C3CCCCC3)ccc2O[C@@H]1CN(C)Cc1ccccc1 . -6
COC(=O)CCCCCCC(=O)N/N=C/c1ccc(OC)cc1 13 -2
